HTT ATP protect – Huntington cell model cytoprotection by ATP luminescence; PC12 HTT-Q103 induced, cytoprotection, ATP luminescence, 40 h; Potency, µM (highest dose often 56.4 µM), without a hit: cytoprotection (ATP increase), most hits filed as activators; 230,000 tested, 0.14% active;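 note: potency is the fitted concentration of half-maximal effect; % of control where 0% means no effect; nearly all actives have a fitted effect of over 45% in size; toxic huntingtin expression switched on by the ecdysone agonist tebufenozide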
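ATP quantification (ATPlite) reports survival of PC12 cells in which tebufenozide, 100 nM final, switches on Htt exon 1 with 103 glutamines linked to GFP; compounds are titrated.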
Luc counter – counter-screen: inhibitors of Kinase-Glo firefly luciferase | Q27757 | Potency, µM (titrated, usually from 38.3 µM), for inactives: at the highest dose activity change, negative = inhibition, actives largely listed as inhibitors | Kinase-Glo luciferase, ATP luminescence, 8 min | 200,000 tested, 0.28% active; note: potency is the fitted concentration of half-maximal effect; % is set by controls: 0 for no effect and ±100 for the full control effect; nearly all actives have a fitted effect of over 60% in size
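Substrate mix (final 50 mM imidazole pH 7.2, 50 mM KCl, 7 mM MgCl2, 10 uM ATP, 0.01% Tween 20, 0.05% BSA) plus pin-tool compound, then Kinase-Glo detection mix; 8 min ambient, luminescence read.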
CBFb RUNX1 block – CBF-beta/RUNX1 interaction disruption | Potency, µM (top dose mostly 59.8 µM), inactives show top-dose activity, negative = inhibition, usual class: inhibitors | 230,000 tested, under 10 active | Q01196+Q13951 | AlphaScreen CBFb-His/RUNX1-biotin binding, biochemical; note: % of control where 0% means no effect
Target sequence (Q01196 whole entry, looked up): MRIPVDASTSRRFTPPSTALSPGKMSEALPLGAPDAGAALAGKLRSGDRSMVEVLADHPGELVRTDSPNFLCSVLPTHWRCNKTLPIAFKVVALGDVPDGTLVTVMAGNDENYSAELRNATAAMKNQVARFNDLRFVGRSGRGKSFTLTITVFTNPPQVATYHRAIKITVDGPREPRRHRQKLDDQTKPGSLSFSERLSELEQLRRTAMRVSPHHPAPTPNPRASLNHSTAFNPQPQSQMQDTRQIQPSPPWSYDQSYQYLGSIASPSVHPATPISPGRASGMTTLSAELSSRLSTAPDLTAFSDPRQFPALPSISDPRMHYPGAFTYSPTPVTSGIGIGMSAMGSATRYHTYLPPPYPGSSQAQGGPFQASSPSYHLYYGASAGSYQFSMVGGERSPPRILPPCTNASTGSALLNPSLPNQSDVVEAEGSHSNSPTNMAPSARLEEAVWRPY
Target sequence (Q13951 whole entry, looked up): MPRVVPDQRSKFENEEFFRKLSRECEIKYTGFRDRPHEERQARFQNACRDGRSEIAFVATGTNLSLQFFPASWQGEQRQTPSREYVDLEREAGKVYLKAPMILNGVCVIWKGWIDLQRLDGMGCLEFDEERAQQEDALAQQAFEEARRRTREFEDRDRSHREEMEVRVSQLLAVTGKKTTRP
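Bead-based AlphaScreen assay; binding partners His-tagged CBF-beta and biotinylated RUNX1 at 30 nM each. Compound exposure 15 min after a 20-min protein preincubation; bead step 90 min; all steps at room temperature.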
Lamin A splicing – modulators of lamin A splicing. HeLa LMNA splicing GFP/RFP minigene ratio, 48 h. Potency, µM (highest dose often 46.1 µM), for the others: at the top dose ratio change, negative = inhibition, actives largely listed as inhibitors. 200,000 tested, 0.01% active. AID 1487; active = well fitted inhibition curve with a large enough effect in the signal ratio, with a control signal flat, not every such curve was filed as active; inconclusive = small, poorly fitted or top-dose-only effect, or effect the other way, or a change in a side signal; the % refers to the signal ratio; note: potency is the fitted concentration of half-maximal effect; % is set by controls: 0 for no effect and ±100 for the full control effect
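S3 HeLa cells stably expressing lamin A-EGFP splicing minigene plus DsRed2, 600 cells/well, 48 h compound exposure at 37C. Laser-scanning cytometry; analysed as GFP (500-530 nm)/RFP (575-640 nm) total intensity ratio; 0.5% DMSO vehicle.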
IMPase Li inh – cell-permeable IMPase inhibitors with lithium potentiation; 210,000 tested, 0.35% active; AID 1457; CHO-M1 cells, IP1 TR-FRET (IP-One), carbachol + lithium; Potency, µM (highest dose often 59.4 µM), inactives show at the top dose activity, negative = IMPase inhibition, most hits filed as inhibitors;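 note: IP1 builds up when IMPase is blocked and the TR-FRET signal falls; potency is the fitted concentration of half-maximal effect; plate controls were basal vehicle for no effect and high inhibitor control for full effect; nearly all actives have a fitted effect of over 50% in size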
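Readout is a homogeneous TR-FRET IP1 immunoassay (Ex 320, Em 665 and 620), where raised cytosolic IP1 lowers signal. Cells were CHO-M1 treated 30 min at 37C with test compounds plus a little lithium; AC50 values came from Hill-equation fitting.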
SMN2 splice up – SMN2 splice variant enhancement; Potency, µM (titrated, usually from 46.1 µM), for inactives: at the top dose activity change, positive = activation, most hits filed as activators; 210,000 tested, 2.8% active; HEK293 SMN2-luciferase splicing reporter, luminescence, 30-36 h; note: potency is the fitted concentration of half-maximal effect; % of control where 0% means no effect; nearly all actives have a fitted effect of over 55% in size
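qHTS luciferase splicing reporter: luminescence rises when SMN2 exon 7 is included in transfected HEK293 cells. Compound exposure lasted 30-36 h at 37C, with 4.5 mM final sodium butyrate as control, followed by a ONE-Glo read.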
HTT aggregate – reduces HttQ103-GFP aggregates in PC12 cells; PC12 HttQ103-GFP aggregates, Acumen cytometry, 40 h; Potency, µM (doses to about 46.1 µM), without a hit: at the highest dose activity change, negative = inhibition, most hits filed as inhibitors; 220,000 tested, 1.1% active; note: potency is the fitted concentration of half-maximal effect; % is set by controls: 0 for no effect and ±100 for the full control effect; nearly all actives have a fitted effect of over 60% in size
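Using laser scanning cytometry, GFP-positive aggregates were counted after lysis of PC12 cells induced with 100 nM tebufenozide to express HTT exon 1 Q103–GFP. Compounds were tested in titration.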
Starred values were filed as active, the others as inactive; ? = inconclusive; / = no result given; & = joins results of further samples; [ ] = another dose, or the depositor's remark. Unless noted, calls come from the whole dose curve; as a rule, active = well fitted curve in the direction sought with a large enough effect; inconclusive = small, poorly fitted or top-dose-only effect, or another doubt; inactive = no such curve, though single readings can be large; an effect the other way counts as inactive or inconclusive.

item	SMILES	HTT ATP protect	Luc counter	CBFb RUNX1 block	Lamin A splicing	IMPase Li inh	SMN2 splice up	HTT aggregate
1	COc1ccc(C(=O)C2CCCN(C(=O)c3cc4nc(C)cc(C)n4n3)C2)cc1F (configuration not stated)	14%[10 µM]	-2%	0%	/	1%	/	20%[9.22 µM]
2	Cc1cc(C)c(C(=O)CSc2nnc(-c3ccccc3Br)o2)cc1C	-8%[10 µM]	3%	2%	5%	?	-15%	1%
3	O=[N+]([O-])c1ccc(O)c(/C=N/NC2=NS(=O)(=O)c3ccccc32)c1	-4%[10 µM]	-15%	/	-6%[46 µM]	-18%	-9%	?
4	CCc1nn(CC(=O)NCCCN(CC)CC)c(=O)c2cc3sc(C)cc3n12	-3%[10 µM]	/	1%	/	/	-5%	-13%[9.22 µM]
5	OB(O)O	3%&-16%	/	4%[21.7 µM]	?	-2%	1%	1%
6	O=C(N/N=C/c1ccc([N+](=O)[O-])o1)c1ccncc1	-20%[10 µM]	/	17%	/	/	/	-1%[9.22 µM]
7	COc1ccc(NC2SC(=O)N(C)C2=O)cc1 (configuration not stated)	-6%[10 µM]	-3%	-3%	-3%[46 µM]	5%	12%	3%[9.22 µM]
8	Cc1nn(-c2ccc(C(=O)O)cc2)c(C)c1Oc1ccccc1O	-2%	2%	-3%	13%	-3%[38.3 µM]	-10%	15%[9.22 µM]
9	O=C(C1=C[C@H](c2ccccc2)C[C@H](OCc2ccc(CO)cc2)O1)N1CCOCC1	15%[10 µM]	/	5%	/	-3%	/	-3%[9.22 µM]
10	CC(=O)N1CCN(c2ccc(NC(=O)c3ccc(OCc4ccccc4)cc3)cc2)CC1	-8%	1%	1%	/	-4%	-3%	-1%[9.22 µM]
11	O=C(CSc1nc(-c2ccccc2)c(-c2ccccc2)[nH]1)Nc1ccc2c(c1)OCO2	6%[10 µM]	1%	-1%	-11%	8%	-4%	-5%
12	CCOc1cc(C(C#N)N2CCOCC2)ccc1OC (configuration not stated)	3%	0%	11%	6%	15%[38.3 µM]	?	4%
13	O=C(NCC1COc2ccccc2O1)c1ccc(NC(=O)C(c2ccccc2)c2ccccc2)cc1 (configuration not stated)	/	-2%	0%	8%	4%	-10%	-2%
14	Cc1nn(-c2ccccc2)c(N)c1N=Nc1ccccc1	/	-1%	-23%	9%	0%	13µM*	-5%
15	COC(=O)C(C(=O)OC)C(C[N+](=O)[O-])c1ccc(O)c(OC)c1 (configuration not stated)	5%[10 µM]	0%	-3%	?	-6%	2%	-4%
16	COc1ccc(CN(C(=O)c2cc3ccccc3oc2=O)C2CCCC2)cc1	8%[10 µM]	1%	3%	-6%	9%	-26%	5%
17	CCn1c(SCC(=O)N(Cc2ccccc2)C2CCS(=O)(=O)C2)nc2ccccc2c1=O (configuration not stated)	-18%	/	1%	3%	/	/	3%
18	FC(F)(F)C(F)(F)C(F)(F)c1nnc2ccc(N3CCOCC3)nn12	0%	1%	13%	0%	16%[38.3 µM]	2%	-12%
19	C=CCNC(=O)/C(C#N)=C/c1ccc2c(c1)OCCO2	?	-5%	17%	/	11%	-5%	-1%
20	CCC(=O)Nc1ccc(NC(=S)NC(=O)Cc2ccccc2)cc1	3%[10 µM]	1%	0%	-6%	2%	-4%	16%
21	O=C(Nc1ccc(S(=O)(=O)Nc2ccccc2)cc1)C1COc2ccccc2O1 (configuration not stated)	7%[10 µM]	3%	-5%	?	-6%	/	-3%
22	CCOc1ccc2oc(C(=O)NC(C)(C)CC)c(C)c2c1	-68%[inhibitor]	-1%	6%	/	-3%	?	-8%
23	O=C(O)c1ccc(Cl)c(S(=O)(=O)NCc2ccco2)c1	-7%[10 µM]	3%	5%	0%	3%[38.3 µM]	2%	3%
24	O=S(=O)(N/N=C\c1ccc(-c2ccccc2Cl)o1)c1ccccc1	2%[1.9 µM]	6%	4%	?	6%	-53%[inhibitor]	-19%
25	[O-]/C(=C(\C(=S)Nc1ccc(SC(F)F)cc1)[n+]1ccccc1)c1ccc(Cl)cc1Cl	-42%[inhibitor]	-2%	?	/	2%	-78%[inhibitor]	-15%
26	Cc1cc(=O)[nH]c(N/N=C/C(C)c2ccccc2)n1 (configuration not stated)	18%[10 µM]	/	1%	/	/	/	-12%[9.22 µM]
27	O=C(NC(=S)Nc1ccc(CN2CCOCC2)cc1)c1ccc(-c2ccc(Cl)cc2)o1	16%[10 µM]	/	5%	/	/	/	-14%[9.22 µM]
28	CCOc1ccc(NC(=O)CN2CCN(CC(=O)Nc3ccc4c(c3)OCCO4)CC2)cc1	-1%	2%	1%	-1%	10%[38.3 µM]	7%	19%
29	COc1cc2c(cc1OC)CN(CCC(=O)c1ccc(Br)cc1)CC2	-6%	-5%	10%	-14%[9.22 µM]	16%	2%	6%
30	Cc1ccc(Sc2cnc3ccccc3n2)cc1	-20%	0%	9%	-2%	?	?	-11%
31	CC(C)Cn1c(N)c(C(=O)COC(=O)c2cc(C3CC3)nc3ccccc23)c(=O)n(C)c1=O	-11%	-2%&-2%	10%	?	9%&15%	-35%&-37%[inhibitor]	-8%
32	Cc1cc(=S)[nH]c2ccccc12	12%	-2%	4%	9%	-18%[38.3 µM]	-10%	10%
33	O=C(N/N=C/c1ccc(Br)s1)c1ccccc1[N+](=O)[O-]	-14%	-2%	-6%	9%	-11%[38.3 µM]	-6%	0%
34	O=C(C[n+]1cccc(/C=N/O)c1)N(Cc1ccccc1)Cc1ccccc1	0%[10 µM]	/	5%	/	/	/	0%[9.22 µM]
35	O=C(c1cc(COc2ccc(F)cc2Cl)on1)N1CCC(c2ccncc2)CC1	7%[10 µM]	-1%	-13%	/	18%	/	-11%[9.22 µM]
36	Cc1onc(-c2ccccc2)c1C(=O)Nc1nnc(N2CCCCCC2)s1	-10%[10 µM]	2%	-7%	?	12%[38.3 µM]	5%	-25%
37	CC(C)CC(C(=O)O)N1C(=O)[C@@H]2[C@H](C1=O)[C@@H]1C[C@H]2C(Br)C1Br (some centres not stated)	8%[1.9 µM]	0%	-1%	-7%	-9%	?	17%
38	Cc1cccc(OCC(=O)N(Cc2cccs2)C2CCS(=O)(=O)C2)c1C (configuration not stated)	17%[10 µM]	0%	2%	-18%	8%	-9%	9%
39	Cc1c(NC(=O)C(C)Sc2nnc(-c3ccccc3)o2)c(=O)n(-c2ccccc2)n1C (configuration not stated)	-10%	-5%	7%	6%	-20%[38.3 µM]	-3%	-2%
40	O=C(CSc1nnc(-c2ccc(F)cc2)o1)N1CCN(C(=O)c2ccco2)CC1	-12%[10 µM]	-2%	4%	-4%	-4%[38.3 µM]	-23%	35%[9.22 µM]

The closing 5 compounds of the section above are carried over, then new ones follow:
item	SMILES	HTT ATP protect	Luc counter	CBFb RUNX1 block	Lamin A splicing	IMPase Li inh	SMN2 splice up	HTT aggregate
36	Cc1onc(-c2ccccc2)c1C(=O)Nc1nnc(N2CCCCCC2)s1	-10%[10 µM]	2%	-7%	?	12%[38.3 µM]	5%	-25%
37	CC(C)CC(C(=O)O)N1C(=O)[C@@H]2[C@H](C1=O)[C@@H]1C[C@H]2C(Br)C1Br (some centres not stated)	8%[1.9 µM]	0%	-1%	-7%	-9%	?	17%
38	Cc1cccc(OCC(=O)N(Cc2cccs2)C2CCS(=O)(=O)C2)c1C (configuration not stated)	17%[10 µM]	0%	2%	-18%	8%	-9%	9%
39	Cc1c(NC(=O)C(C)Sc2nnc(-c3ccccc3)o2)c(=O)n(-c2ccccc2)n1C (configuration not stated)	-10%	-5%	7%	6%	-20%[38.3 µM]	-3%	-2%
40	O=C(CSc1nnc(-c2ccc(F)cc2)o1)N1CCN(C(=O)c2ccco2)CC1	-12%[10 µM]	-2%	4%	-4%	-4%[38.3 µM]	-23%	35%[9.22 µM]
41	Nc1cccc(-c2cc(-c3ccccc3)nc(-c3cccc(N)c3)n2)c1	/	3%	25%	?	-1%	7%	7%
42	O=C(O)c1cccc(-n2nnnc2SCc2ccccc2Cl)c1	0%	1%	8%	/	4%	/	-14%
43	COc1cc(C#N)c(NC(=O)CN2CCN(CCO)CC2)cc1OC	-9%	2%	8%	?	-6%	6%	6%
44	Cc1ccc(S(=O)(=O)N=S(CC2CC2(Cl)Cl)CC2CC2(Cl)Cl)cc1 (configuration not stated)	-18%	-2%	7%	3%	34%[38.3 µM]	18%	-1%
45	Cc1cc(C)c(S(=O)(=O)N2CCCOC2CNC(=O)C(=O)NCc2cccs2)c(C)c1 (configuration not stated)	3%[10 µM]	-2%	0%	5%	8%	-2%	23%
46	Cc1ccc(Cn2c(O)c(N=NC(=S)Nc3ccccc3F)c3cc(S(=O)(=O)N4CCOCC4)ccc32)cc1	-6%	0%	-24%	13%[46 µM]	-5%	-15%	-29%
47	COc1cc2c(cc1OC)C(C(=O)NCC1COc3ccccc3O1)C(c1cccnc1)N(C)C2=O (configuration not stated)	11%	-2%	12%	15%	9%[38.3 µM]	-21%	-5%
48	CC(C)NC(=S)N/N=C/c1sc(N2CCCCC2)nc1-c1cccs1	2%[10 µM]	-4%	11%	-3%	12%	-15%	11%
49	O=C(Nc1nc2c(s1)CCCC2)c1cccc(S(=O)(=O)N2CCCc3ccccc32)c1	/	1%	-1%	?	6%	-77%[inhibitor]	?
50	O=C1NC(=O)/C(=C\c2ccccc2OCc2ccccc2)S1	-48%[inhibitor]	5%	3%	/	14%	-14%	?
51	CCN(CC)S(=O)(=O)c1cc(C(=O)Nc2ccncc2)ccc1Cl	13%	-6%	1%	4%	6%[38.3 µM]	-48%[inhibitor]	-4%
52	Cc1cccc(C)c1NC(=O)COC(=O)c1ccc([N+](=O)[O-])o1	-37%[inhibitor]	0%	-9%	/	4%	7%	-2%
53	CCOc1ccc(NC(=S)N2CCCN(Cc3cc(C)ccc3C)C2)cc1	-46%[inhibitor]	-5%	-12%	?	19%	?	28µM*
54	Cc1nc(N/N=C/c2ccc(O)cc2)c2cnn(-c3ccccc3)c2n1	/	0%	-2%	/	10%	19%	-25%

Compound activity (PubChem)
